Screening data as filed in PubChem BioAssay.
IMP-1 inhibitor: IMP-1 metallo-beta-lactamase inhibitors, primary screen, biochemical, epi-absorbance readout, Pseudomonas aeruginosa enzyme; metallo-beta-lactamase IMP-1 (Pseudomonas aeruginosa); purified IMP-1, nitrocefin hydrolysis, epi-absorbance fluorescence; inhibition, % at 5.6 µM; 290,000 tested, 0.45% active;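 active means inhibition above the mean plus 3 SD of all compounds in the same screening run, cut at about 4.5% in these data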;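 further: 0% = IMP-1 with DMSO and 100% = DMSO wells lacking enzyme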
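System: Purified recombinant IMP-1 metallo-beta-lactamase enzyme | Measured by: Fluorescence quenching readout, ex 480/em 530 nm | Replication: Singlicate | Incubation: 15 min preincubation plus 25 min reaction at 25 °C | Evaluation: Percent inhibition from optical density relative to buffer-blank wells | Benchmarks: DMSO with and without IMP-1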
IDE cell activ: human IDE activators in live cells, primary screen, fluorescence polarization, HEK cells, FAbeta-B substrate; Insulin-degrading enzyme (Homo sapiens), P14735; FAbeta-B cleavage; 0% vehicle, 100% cell-free pure enzyme wells; activation, % at 5.96 µM; 340,000 tested, 0.073% active; AID 493087, 2011;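 active means activation above the mean of all tested compounds plus 3 SD, set per screening campaign, cut at about 17% in these data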
IDE cell inh: human IDE inhibitors in live cells, primary screen, fluorescence polarization, HEK cells, FAbetaB substrate; Insulin-degrading enzyme (Homo sapiens), P14735; FAbetaB cleavage; inhibition, % at 5.59 µM; 320,000 tested, 0.41% active;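 active means percent inhibition above the average of all tested compounds plus 3 SD, set per screening campaign, cut at about 16% in these data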;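 further: IDE supplied by intact live HEK cells; FP after avidin binding of uncleaved biotin substrate so inhibition keeps polarization high; 0% = DMSO wells and 100% = 60 µM reference IDE inhibitor Ii1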
GPR7 antag: GPR7 receptor antagonists, primary screen, cell-based, fluorescence, single concentration; GPR7-expressing cells, fluorescence antagonist assay; inhibition, % at 4.4 µM; 290,000 tested, 1.1% active; in the data active means inhibition above about 16%, passing the limit was not always enough;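 further: cells stimulated with the agonist NPW; 0% = agonist with vehicle and 100% = vehicle without agonist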
Target sequence (P48145 whole entry, looked up): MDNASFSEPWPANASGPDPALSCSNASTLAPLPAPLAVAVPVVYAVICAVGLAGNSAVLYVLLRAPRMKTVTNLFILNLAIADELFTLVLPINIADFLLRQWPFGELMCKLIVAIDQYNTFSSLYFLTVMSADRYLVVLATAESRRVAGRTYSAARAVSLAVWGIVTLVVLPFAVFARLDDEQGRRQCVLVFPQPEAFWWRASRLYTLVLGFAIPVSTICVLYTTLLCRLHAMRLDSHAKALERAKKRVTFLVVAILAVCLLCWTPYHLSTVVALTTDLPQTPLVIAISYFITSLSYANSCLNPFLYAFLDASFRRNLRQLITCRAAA
PHOSPHO1 block: PubChem AID 1565 | Phosphoethanolamine/phosphocholine phosphatase (Homo sapiens), Q8TCT1 | recombinant PHOSPHO1, absorbance phosphatase assay | inhibition, % at 13.3 µM | 290,000 tested, 1.1% active; in the data active means inhibition above about 60%
Target sequence (Q8TCT1 whole entry, looked up): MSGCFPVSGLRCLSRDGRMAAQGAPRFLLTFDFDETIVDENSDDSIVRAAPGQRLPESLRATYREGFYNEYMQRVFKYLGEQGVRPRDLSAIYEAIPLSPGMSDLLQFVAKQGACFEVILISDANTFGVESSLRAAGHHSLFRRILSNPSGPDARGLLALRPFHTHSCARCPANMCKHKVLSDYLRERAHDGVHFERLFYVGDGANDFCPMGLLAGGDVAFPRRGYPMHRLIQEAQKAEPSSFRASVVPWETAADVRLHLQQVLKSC
pCIP destab: p/CIP-EGFP fusion destabilizers, primary screen, fluorescence, F442A cells; Q05BA5; 16 h; decrease of EGFP signal, % at 10 µM; 290,000 tested, 0.01% active;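 active means EGFP signal decrease of at least 30% at 10 µM or well 3 SD below plate mean, unless failing retest; inactive means the rest, including hits failing retest or dose response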; further: some compounds called inactive have numbers as strong as hits; many of its hits are not listed in these tables
NALP1 inh: NALP1 inflammasome inhibitors in reconstituted yeast, colorimetric, S. cerevisiae, triplicate retest | S. cerevisiae NALP1/ASC/caspase-1 growth, X-gal OD620, 72 h | inhibition, % at 10 µM | 280,000 tested, 0.61% active; in the data active means inhibition mostly above about 24%, no sharp cut-off; inactive means mostly below about 32%; further: some compounds called inactive have numbers as strong as hits
VIM-2 inh: VIM-2 metallo-beta-lactamase inhibitors, primary screen, biochemical, epi-absorbance readout, Pseudomonas aeruginosa enzyme; purified VIM-2, nitrocefin hydrolysis, epi-absorbance fluorescence; inhibition, % at 5.6 µM; 290,000 tested, 0.89% active; AID 1527, 2009;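 active means inhibition above the mean of all tested compounds plus 3 SD, cutoff set per screening run, cut at about 7.5% in these data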;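 further: red hydrolysis product quenches plate fluorescence so inhibitors raise well fluorescence; 0% = enzyme with DMSO and 100% = DMSO without enzyme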
M18AAP inhibitor: PfM18AAP inhibitors, malaria aminopeptidase, primary screen, biochemical, QFRET, recombinant enzyme; M18 aspartyl aminopeptidase (Plasmodium falciparum 3D7); H-Glu-NHMec fluorogenic cleavage; inhibition, % at 7.35 µM; 290,000 tested, 1.2% active; AID 1822, 2009;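 active means inhibition above the campaign mean inhibition over all tested compounds plus 3 SD, cut at about 28% in these data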;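 further: 0% = plate median of test compound wells and 100% = 2 mM ZnCl2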
* = called active by the depositor; / = not tested or not shown.

SMILES	IMP-1 inhibitor	IDE cell activ	IDE cell inh	GPR7 antag	PHOSPHO1 block	pCIP destab	NALP1 inh	VIM-2 inh	M18AAP inhibitor
CCOC(=O)CNC(=O)CSc1nc2ncc(Br)cc2[nH]1	-1.2	2	0	22	25	4	10	-2.4	3
COc1cccc(NC(=O)C(=O)NCc2ccncc2)c1	-3.0	-2	0	-14	32	-11	8	-1.4	2
O=C(Oc1ccc(Cl)c2cccnc12)c1cccc([N+](=O)[O-])c1	-4.3	1	0	-4	-27	-6	58*	-3.5	-3
COC(=O)COc1ccc(/C=N/NC(=O)CN(c2ccccc2OC)S(=O)(=O)c2ccccc2)cc1	-1.4	1	1	27	14	-12	20	-0.8	-12
Cc1cc(C)n(-c2ccc([N+](=O)[O-])cc2)n1	-1.0	-3	10	2	-2	12	16	-0.3	-7
CC(/C=N/NC(=O)c1ccccc1F)c1ccccc1 (centres undefined)	-2.7	4	4	-5	25	-1	/	-2.6	1
CSc1ccc(C(=O)C2CCCN(C(=O)c3cc4cc(F)ccc4[nH]3)C2)cc1 (centres undefined)	-3.7	1	1	1	-20	3	-4	-5.2	2
C=CCOc1cccc(C(=O)N2CCCC(CNS(=O)(=O)c3cccs3)C2)c1 (centres undefined)	0.5	2	3	15	26	2	-9	-2.2	2
CCN(CC)S(=O)(=O)c1ccc2[nH]c(=O)cc(C(=O)NCc3ccccc3)c2c1	-2.9	3	-5	-12	28	7	15	-4.0	2
COc1ccc(NC(=O)Cn2nnc(C(=O)NCc3ccccc3)c2N)cc1Cl	1.3	0	-5	5	-18	-6	3	-1.0	17
CC1CCN(c2ccc(C(=O)Nc3nnc(C4CC4)s3)cc2[N+](=O)[O-])CC1	-3.6	2	5	3	-17	1	2	-3.5	5
COC(=O)c1cc(NCc2ccccc2F)ccc1N1CCOCC1	15*	9	-2	-4	16	-2	0	-2.0	1
O=C(c1ccccc1Oc1ccccc1)N1CCN(c2ccc(F)cc2)CC1	-2.8	-3	7	0	33	1	6	-2.4	6
CCOc1ccc(/C=C/c2c([N+](=O)[O-])c(=O)n(C)c(=O)n2C)cc1	-0.8	0	-1	4	51	-1	29	0.8	11
COCCCNC(=O)CCn1c(=O)c2ccccc2n(CC(=O)Nc2cc(Cl)ccc2C)c1=O	-1.9	-1	1	-2	20	-4	-2	-3.7	-1
CCNc1nc(NCC)nc(N/N=C/c2ccc(OC)cc2)n1	-2.4	/	2	2	42	8	5	-1.7	-2
O=C1C(Cl)=C(N2CCN(c3ccccc3[N+](=O)[O-])CC2)C(=O)c2ccccc21	1.1	7	3	6	-5	-8	57	2.9	5
Cc1cc(C)nc(SCc2ccc(C(=O)N/N=C/c3cccc(O)c3O)cc2)n1	-3.2	-7	-1	-2	16	-2	20	-2.5	18
Cc1ccccc1Cn1nc(C)c(NC(=O)c2sc3ccccc3c2Cl)c1C	-2.8	7	2	-13	-1	4	17	-2.1	5
CN(C)c1nc(N)nc(CSc2n[nH]c(-c3ccccc3)n2)n1	-2.7	5	2	-13	-11	-7	-1	-3.1	4
O=C(NCc1cccnc1)C12CC3CC(CC(C3)C1)C2	-1.5	4	1	8	33	-5	12	-1.8	-8
CCn1nc(NC(=O)C2CCCO2)c2cc3cccc(C)c3nc21 (centres undefined)	-3.8	/	4	-8	15	1	0	1.4	0
Cc1ccc(SCc2[nH]nc3c2C(c2ccc(C)o2)C(C#N)=C(N)O3)cc1 (centres undefined)	-5.0	-1	-1	-3	-22	-6	10	-0.1	-1
CC(=O)Nc1ccc(C(=O)CSc2nnnn2C(C)C)cc1	-2.3	6	4	3	23	-10	20	0.0	-2
CCOc1cc(/C=C(\C#N)C(=O)NCC2CCCO2)ccc1O (centres undefined)	-2.2	4	-2	8	-6	-3	-4	-0.3	8
CC(C)c1ccccc1OCCNC(=S)NC(=O)c1cccnc1	-1.7	-1	0	-1	26	-23	-2	-2.0	-3
COc1ccc(Nc2nc3ccccc3nc2NS(=O)(=O)c2cccs2)cc1	-2.9	6	-4	-3	33	-15	-12	-1.1	-6
CC(=O)N1CCN(c2ccc(NC(=O)c3ccccc3Cl)cc2)CC1	-3.4	2	6	-6	46	2	14	-0.8	2
CCN(CC)CCNC(=O)Cn1cnc2sc(C)c(S(=O)(=O)N3CCN(c4ccccc4OC)CC3)c2c1=O	-1.8	5	-1	-9	44	6	9	0.6	0
CC(C)(C)CN1C(=O)C(=O)NC[C@H]1Cc1cccc2ccccc12	/	-16	4	/	44	-4	/	/	/

Some of the entries so far, with values under each structure:
Screens in order: IMP-1 inhibitor | IDE cell activ | IDE cell inh | GPR7 antag | PHOSPHO1 block | pCIP destab | NALP1 inh | VIM-2 inh | M18AAP inhibitor
> CC(=O)Nc1ccc(C(=O)CSc2nnnn2C(C)C)cc1
→ -2.3 | 6 | 4 | 3 | 23 | -10 | 20 | 0.0 | -2
> CC(=O)N1CCN(c2ccc(NC(=O)c3ccccc3Cl)cc2)CC1
→ -3.4 | 2 | 6 | -6 | 46 | 2 | 14 | -0.8 | 2
> Cc1cc(C)nc(SCc2ccc(C(=O)N/N=C/c3cccc(O)c3O)cc2)n1
→ -3.2 | -7 | -1 | -2 | 16 | -2 | 20 | -2.5 | 18
> CCN(CC)CCNC(=O)Cn1cnc2sc(C)c(S(=O)(=O)N3CCN(c4ccccc4OC)CC3)c2c1=O
→ -1.8 | 5 | -1 | -9 | 44 | 6 | 9 | 0.6 | 0

The listing continues.
SMILES	IMP-1 inhibitor	IDE cell activ	IDE cell inh	GPR7 antag	PHOSPHO1 block	pCIP destab	NALP1 inh	VIM-2 inh	M18AAP inhibitor
Cn1cc([N+](=O)[O-])c(C(=O)Nc2ccc(-c3nc4ccccc4o3)cc2)n1	-1.5	4	9	-4	-5	-24	/	-1.0	-3
NC(=O)c1ccc(NC(=O)c2ccc3c(c2)OCO3)cc1	-2.2	1	-2	6	-3	0	11	-3.2	1
O=C(NCCN1CCOCC1)c1noc2c1CCc1ccccc1-2	-1.5	-3	-1	-4	-1	8	23*	1.8	-5
CC(C)(C)OC(=O)N1CCC[C@@H]1C(=O)N1CCC(C(=O)O)CC1	-2.2	6	2	-1	7	8	20	-3.0	1
CCOc1c(Br)cc(CNCc2cccs2)cc1OC	-3.9	2	2	-10	8	1	39	-0.8	-8
CCc1ccc(NC(=S)Nn2cnnc2)cc1	-2.8	-4	0	-6	4	-2	-6	0.1	76*
O=C1C2C3CCC(C3)C2C(=O)N1CNc1ccccc1 (centres undefined)	-2.2	1	6	2	-10	6	17	-3.9	-2
COc1cc2[nH]c(=S)n(NC(=O)CC(C)C)c(=O)c2cc1OC	-3.5	-7	0	-15	20	-2	-10	-2.5	4
O=C(c1cccc(Cl)c1)N(Cc1cccs1)C1CCS(=O)(=O)C1 (centres undefined)	-2.4	1	12	2	20	-7	8	-0.6	10
O=C(CN1C(=O)C2CC=CCC2C1=O)NC1CCCc2ccccc21 (centres undefined)	-1.8	1	-1	9	6	-5	-21	-2.8	-6
CC(=O)Nc1ccc(NC(=O)c2ccccc2Sc2ccc([N+](=O)[O-])cc2Cl)cc1	-0.7	-1	1	5	-3	5	14	1.1	-15
Cc1cc2nc(SC(C)C(=O)O)[nH]c2cc1C (centres undefined)	-0.8	0	-2	-7	27	-11	-11	-0.9	9
O=C(CCC1CCCCC1)Nc1nncs1	-0.4	4	-2	-2	39	-10	-14	-0.1	5
Cc1ccc(C)c(NC(=O)CSc2nnc(CNC(=O)c3ccco3)n2C)c1	-4.0	3	1	-5	23	-21	12	-3.3	-12
NS(=O)(=O)c1ccc(NC(=O)CN2C(=O)CCC2=O)cc1	-1.1	5	-1	5	20	-8	/	-0.4	-14

Part of the list above, limited to pCIP destab, IMP-1 inhibitor and IDE cell activ.
canonical_smiles	pCIP destab	IMP-1 inhibitor	IDE cell activ
COc1ccc(NC(=O)Cn2nnc(C(=O)NCc3ccccc3)c2N)cc1Cl	-6	1.3	0
CC1CCN(c2ccc(C(=O)Nc3nnc(C4CC4)s3)cc2[N+](=O)[O-])CC1	1	-3.6	2
COC(=O)c1cc(NCc2ccccc2F)ccc1N1CCOCC1	-2	15*	9
O=C(c1ccccc1Oc1ccccc1)N1CCN(c2ccc(F)cc2)CC1	1	-2.8	-3

(more compounds)
SMILES	IMP-1 inhibitor	IDE cell activ	IDE cell inh	GPR7 antag	PHOSPHO1 block	pCIP destab	NALP1 inh	VIM-2 inh	M18AAP inhibitor
N#CCC(=O)N1CCn2c1nc1ccccc12	-2.5	4	2	-7	4	2	1	-3.3	-8
CCCn1c(SC(C)C(=O)NCC2CCCO2)nc2sc(CC)cc2c1=O (centres undefined)	-0.8	3	3	-4	-17	5	10	-1.1	1
C#CCOCCOCCOCCNc1nc(N2CCN(C(=O)Cn3cc(CCO)nn3)CC2)nc(N2CCN(C(=O)[C@H](C(C)C)n3cc(CCO)nn3)CC2)n1	-1.0	1	2	-9	-14	2	14	-1.3	0
CN1c2ccsc2/C(=N/Nc2ccc(F)cc2)CS1(=O)=O	-0.1	-5	0	17	23	3	-11	7.2	26
OCCC1CN(Cc2ccc(F)cc2)CCN1CCc1ccccc1 (centres undefined)	-4.9	1	6	-8	/	1	-36	-4.3	-4
CCOc1ccc(S(=O)(=O)n2cc(F)c(=O)[nH]c2=O)cc1[N+](=O)[O-]	-2.5	7	0	16	18	-10	21	-0.8	-17
CCC(C)(C)NC(=O)C1CCN(S(=O)(=O)c2cccs2)CC1	-1.2	/	/	-4	-4	3	-5	-1.4	1
Cc1ccc(SCc2cc(=O)[nH]c(/N=C(\N)Nc3ccc(C)c(C)c3)n2)cc1	-4.3	5	2	10	-152	-12	-6	-2.1	4
CCc1ccc(OCC(=O)NC(=S)Nc2ccc(C(C)=O)cc2)c(Br)c1	-2.0	3	-1	0	0	3	-5	-1.2	4
O=C(CNC(=O)c1ccco1)Nc1cccc(Cl)c1	-2.3	4	-3	-2	46	0	14	-1.9	0
COC(=O)N1CC=CC1(C)C(=O)NCc1cc(F)cc(C(F)(F)F)c1 (centres undefined)	-1.4	0	2	-10	6	3	33	-3.8	1
CCO[C@@H]1OC(C(=O)N2CCCCCCC2)=C[C@H](c2ccc(C(F)(F)F)cc2)[C@H]1CCCO	-1.5	6	-4	-1	40	-2	-4	-2.7	3
CCOC(=O)N1CCN(C(=O)CNC(=O)c2ccc(Br)cc2)CC1	-2.1	7	1	10	23	-18	12	-2.8	-15

IMP-1 inhibitor, what is marked active above.
SMILES	IMP-1 inhibitor	IDE cell activ	IDE cell inh	GPR7 antag	PHOSPHO1 block	pCIP destab	NALP1 inh	VIM-2 inh	M18AAP inhibitor
COC(=O)c1cc(NCc2ccccc2F)ccc1N1CCOCC1	15*	9	-2	-4	16	-2	0	-2.0	1
